Screening data deposited in PubChem BioAssay by several laboratories.
Cdc25B inh = inhibitors of Cdc25B phosphatase catalytic domain, primary screen, biochemical, OMFP fluorescence. M-phase inducer phosphatase 2 (Homo sapiens), P30305. AID 368, 2006. inhibition, %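 (compounds tested at 10 µM final in the well)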. recombinant Cdc25B, OMFP fluorescence Ex485/Em525. actives 0.1% (n = 65,000); in the data active = inhibition above about 50%
JNK3 inh = JNK3 kinase activity inhibitors, primary screen, biochemical, human, purified enzyme; HTS; Mitogen-activated protein kinase 10 (Homo sapiens), P53779; inhibition, % at 8 µM; actives 0.61% (n = 60,000); AID 746, 2007; in the data active = inhibition above about 17%;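 also: 0% = DMSO and 100% = reference inhibitor; many of its hits are not listed in these tables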
Target sequence (P53779 whole entry, looked up): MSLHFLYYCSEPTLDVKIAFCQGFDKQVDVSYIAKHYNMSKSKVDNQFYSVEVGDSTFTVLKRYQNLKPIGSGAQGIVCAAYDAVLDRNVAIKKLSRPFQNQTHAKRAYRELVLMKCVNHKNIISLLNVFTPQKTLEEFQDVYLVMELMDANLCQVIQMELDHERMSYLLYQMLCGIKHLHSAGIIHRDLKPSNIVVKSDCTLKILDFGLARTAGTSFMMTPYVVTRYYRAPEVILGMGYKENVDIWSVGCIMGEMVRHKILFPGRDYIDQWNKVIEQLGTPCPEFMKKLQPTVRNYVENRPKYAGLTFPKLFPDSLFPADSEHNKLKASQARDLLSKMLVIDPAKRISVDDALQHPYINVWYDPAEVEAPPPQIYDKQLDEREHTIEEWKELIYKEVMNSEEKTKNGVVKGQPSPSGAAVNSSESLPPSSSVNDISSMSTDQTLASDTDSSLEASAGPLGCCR
TNAP act DEA = human TNAP enzyme activators, primary screen, biochemical, luminescent, intermediate phosphate acceptor level | Alkaline phosphatase, tissue-nonspecific isozyme (Homo sapiens), P05186 | purified TNAP, CDP-star luminescence, 100 mM DEA, 30 min; active compounds read high; scale: 0 levamisole-inhibited, 1 vehicle-only enzyme | activation factor at 20 µM | 64,000 tested, under 10 active | AID 813, 2007;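 active = activation factor of at least 2 at 20 µM, relative to controls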
Target sequence (P05186 whole entry, looked up): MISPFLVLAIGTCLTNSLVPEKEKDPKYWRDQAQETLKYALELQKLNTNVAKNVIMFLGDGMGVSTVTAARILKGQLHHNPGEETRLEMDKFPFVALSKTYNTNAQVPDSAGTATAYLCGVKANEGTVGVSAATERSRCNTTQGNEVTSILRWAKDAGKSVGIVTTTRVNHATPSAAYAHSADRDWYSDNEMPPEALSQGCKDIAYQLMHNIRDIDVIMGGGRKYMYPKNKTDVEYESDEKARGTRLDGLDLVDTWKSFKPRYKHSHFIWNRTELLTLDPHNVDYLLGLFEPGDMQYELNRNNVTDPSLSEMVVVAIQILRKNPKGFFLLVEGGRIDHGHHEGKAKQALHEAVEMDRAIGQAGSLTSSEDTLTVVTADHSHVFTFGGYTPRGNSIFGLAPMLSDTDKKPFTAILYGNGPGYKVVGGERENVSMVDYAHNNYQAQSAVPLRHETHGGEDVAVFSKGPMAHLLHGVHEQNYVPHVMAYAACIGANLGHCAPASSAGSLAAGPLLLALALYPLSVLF
MMP-13 inhibitor = human MMP13 inhibitors, primary screen, biochemical, FRET peptide cleavage | Collagenase 3 (Homo sapiens), P45452 | MMP-13 fTHP FRET cleavage, Mca fluorescence | inhibition, % at 4 µM | actives 0.07% (n = 65,000);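 active = inhibition above the mean of compound-free control plate wells plus 3 SD, cut at about 14% in these data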;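 also: 0% = DMSO wells and 100% = wells with reference MMP-13 inhibitor after basal subtraction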
PKA kinase inh = inhibitors of human PKA kinase activity, primary screen, biochemical, ATP-depletion luminescence, Kemptide substrate. cAMP-dependent protein kinase catalytic subunit alpha (Homo sapiens), P17612. PKA Kemptide phosphorylation, Kinase-Glo ATP luminescence. inhibition, % at 6 µM. actives 0.1% (n = 65,000);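 active = inhibition above the screen-wide mean inhibition plus 3 SD, cut at about 21% in these data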; also: many of its hits are not listed in these tables
ROCK2 inh = inhibitors of human ROCK2 kinase, primary screen, biochemical, high-throughput, luminescence; purified ROCK2, Kinase-Glo ATP depletion luminescence; inhibition, % at 6 µM; actives 0.35% (n = 60,000); AID 604, 2007;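 active = inhibition above the screen-wide mean inhibition plus 3 SD, cut at about 18% in these data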;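 also: plate controls were DMSO wells for no effect and Y-27632 control wells after no-enzyme background subtraction for full effect; many of its hits are not listed in these tables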
DUSP1 inh = MKP-1 phosphatase inhibitors, primary screen, biochemical, in vitro. Dual specificity protein phosphatase 1 (Homo sapiens), P28562. recombinant MKP-1, OMFP hydrolysis fluorescence. inhibition, %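 (compounds tested at a single concentration somewhere between 10 and 100 µM)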. actives 0.15% (n = 65,000);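 active = inhibition above about 50%, limit read from the data; inconclusive = inhibition over screen mean plus 3 SD, below that limit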;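 also: 0% = DMSO max control wells and 100% = wells with enzyme stopped by NaOH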
Jurkat tox 60K = cytotoxicity toward Jurkat T cells, primary screen, cytotoxicity control, cell-based, Jurkat E6.1, 60K MLSMR library. inhibition, % at 4 µM. Jurkat E6.1 viability, ATP luminescence, 48 h. actives 1.2% (n = 56,000);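 active = inhibition above the mean inhibition of all tested compounds plus 3 SD, cut at about 28% in these data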
HEK293 NFkB inh = inhibitors of PMA/ionomycin-induced NF-kB reporter, primary screen, antigen receptor NF-kB inhibitor project, cell-based, HEK-293 luciferase reporter, luminescence | HEK-293 NF-kB luciferase reporter | inhibition, % at 3 µM | actives 0.21% (n = 62,000) | AID 465, 2006;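 active = inhibition above the mean of all tested compounds plus 3 SD, cut at about 40% in these data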;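 also: 0% = stimulated DMSO wells and 100% = 10 µM reference inhibitor 5653914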
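Timing: 1 h pretreatment, 16 h stimulation, 37 °C; system: HEK-293 cells with stable firefly luciferase reporter driven by four HIV NF-kB elements; doses: 3 µM once, 0.30% DMSO; measured by: luciferase luminescence; control set: DMSO and 10 µM reference inhibitor; repeats: single test; reagent: PMA plus ionomycin mix as NF-kB-activating stimulus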
Active calls of the source: *; ? = inconclusive; . = not tested or not shown; [ ] = another dose, or the depositor's remark.

SMILES | Cdc25B inh | JNK3 inh | TNAP act DEA | MMP-13 inhibitor | PKA kinase inh | ROCK2 inh | DUSP1 inh | Jurkat tox 60K | HEK293 NFkB inh
O=C(CCCOc1ccccc1)Nc1ccc2c(c1)OCCO2 | -4.0 | -4.0 | 0.9 | 6.7 | 9.8 | 3.7 | 3.9 | 2.6 | 2.3
COc1ccc2c(c1)c1nnc(SCC(=O)N3CCCCC3C)nc1n2C (configuration not stated) | -4.2 | 2.8 | 0.9 | 0.2 | 9.3 | 1.7 | -10.7 | -4.3 | 8.9
COc1ccc(-n2nc3cc(C)c(NC(=O)CC(C)C)cc3n2)cc1 | -4.9 | 2.6 | 0.9 | -28.1 | 2.1 | 2.2 | 10.1 | -8.8 | 4.8
Cn1cnnc1SCc1ccc(C(=O)n2ncc(C#N)c2N)cc1 | -3.7 | -0.5 | 1 | 2.3 | 6.0 | 5.1 | 5.1 | -6.0 | 8.5
O=C(NCC1CCCCC1)C1CCN(C(=O)NC2CCCCC2)CC1 | -7.3 | 7.1 | 1.1 | -1.6 | -2.2 | -3.9 | 14.9 | 9.4 | 13.1
O=S1(=O)CC(O)C(NCc2cccnc2)C1 (configuration not stated) | 2.8 | 2.4 | 1 | -2.6 | 8.6 | 5.5 | -14.5 | -6.1 | -2.7
Cc1ccc(S(=O)(=O)N(CCC#N)CCN2CCCC2)cc1 | -15.7 | 4.8 | 0.9 | -3.8 | 11.9 | 6.3 | -9.6 | -5.5 | 16.7
O=C(CN1CCOCC1)Nc1c(-c2ccccc2)c2cc(Br)ccc2[nH]c1=O | -1.4 | -55.2 | . | 1.9 | -6.9 | -0.6 | 17.0 | 3.3 | 2.9
CC1Oc2ccccc2N(CC(=O)N2CCc3ccccc32)C1=O (configuration not stated) | -0.2 | -1.3 | 0.9 | 3.9 | 0.2 | -5.0 | 0.9 | 11.0 | 6.0
CCNC(=O)N1C(=O)C2(OCCO2)c2cc(Br)ccc21 | 2.3 | -3.0 | 0.9 | -0.6 | 5.5 | 5.0 | -15.6 | -9.8 | -2.2
N=c1ccn(Cc2ccc(Cl)c(Cl)c2)cc1 | 5.7 | -4.0 | 0.8 | 7.7 | 2.8 | 2.6 | -3.9 | 29.6* | 12.8
COC(=O)C1CCN(C(=O)c2ccc(SC)cc2OC)CC1 | 3.9 | -2.4 | 0.8 | -5.9 | 11.9 | 12.7 | -17.0 | -4.8 | -7.9
Cc1cc(Nc2ccccc2)nn1C(=O)c1ccccc1 | -9.2 | 10.2 | 1 | 0.6 | 9.3 | 5.6 | -0.3 | -1.6 | 14.7
O=C(O)c1ccc(COCC(F)(F)C(F)F)o1 | 5.3 | 2.8 | 0.9 | -5.6 | 5.4 | 4.8 | -14.3 | . | .
C1CCC(CNc2c3c(nc4nnnn24)CCCC3)CC1 | -4.2 | . | 0.8 | 7.1 | 10.0 | . | 4.7 | . | 13.3
CCCC1(C(=O)OCC)NC(c2cc(OC)c(OC)c(OC)c2)C2C(=O)N(CC)C(=O)C21 (configuration not stated) | 8.5 | . | 1 | -0.7 | 3.3 | . | 10.5 | . | 15.4
O=c1[nH]c(=O)n(Cc2ccco2)c2c1C(C(F)(F)F)(C(F)(F)F)N=C(C1CCCCC1)N2 | 1.4 | 4.6 | 0.9 | -1.3 | 4.7 | 6.0 | 7.0 | -10.6 | 18.0
CCCn1c(SCc2cc(=O)[nH]c3ccccc23)nc2c1c(=O)n(C)c(=O)n2C | 1.5 | 0.2 | 1 | -7.8 | 2.2 | 6.9 | 16.3 | -9.9 | 7.0
CC(C)(C)C(=O)Nc1ccc(-c2cn3ccsc3n2)cc1 | 1.6 | 6.2 | 0.9 | 3.8 | -0.3 | -0.4 | -7.0 | 6.9 | 11.8
CCOC(=O)c1cnc2cc3c(cn2c1=O)CCCC3 | -2.1 | -8.6 | 0.9 | -158.8[fluorescence artefact?] | -5.3 | -1.0 | 13.6 | -0.3 | -6.4
Cc1ccc(S(=O)(=O)N2CCC(C(=O)N3CCC[C@H]3C(=O)NC3CCS(=O)(=O)C3)CC2)cc1 (some centres not stated) | 10.6 | -0.7 | 0.9 | 1.1 | 5.9 | 1.4 | -1.3 | 1.8 | 6.7
Cc1nc(N)c(C#N)c(-c2ccccc2)c1C | 2.9 | -1.5 | 0.9 | -1.3 | 1.2 | 6.8 | -27.1 | -1.3 | 7.4
Cc1nc(-n2nnc3ccccc32)c2c3c(sc2n1)CCCC3 | -5.8 | . | 1 | -17.4 | 0.7 | . | 8.2 | . | 21.5
O=C(NCSC1=NCCS1)c1ccccc1 | -4.4 | 2.6 | 0.9 | 9.0 | 13.2 | 3.2 | 1.9 | -3.5 | 22.6
Cc1cc(C)n(-c2ccc(C(=O)OCC(=O)c3ccc(Br)s3)cc2)n1 | -14.9 | -3.3 | 1 | -4.4 | 8.7 | 0.4 | 8.1 | 3.5 | 8.5

Four entries picked at random from the list so far:
SMILES | Cdc25B inh | JNK3 inh | TNAP act DEA | MMP-13 inhibitor | PKA kinase inh | ROCK2 inh | DUSP1 inh | Jurkat tox 60K | HEK293 NFkB inh
COC(=O)C1CCN(C(=O)c2ccc(SC)cc2OC)CC1 | 3.9 | -2.4 | 0.8 | -5.9 | 11.9 | 12.7 | -17.0 | -4.8 | -7.9
Cn1cnnc1SCc1ccc(C(=O)n2ncc(C#N)c2N)cc1 | -3.7 | -0.5 | 1 | 2.3 | 6.0 | 5.1 | 5.1 | -6.0 | 8.5
Cc1ccc(S(=O)(=O)N(CCC#N)CCN2CCCC2)cc1 | -15.7 | 4.8 | 0.9 | -3.8 | 11.9 | 6.3 | -9.6 | -5.5 | 16.7
Cc1nc(N)c(C#N)c(-c2ccccc2)c1C | 2.9 | -1.5 | 0.9 | -1.3 | 1.2 | 6.8 | -27.1 | -1.3 | 7.4

An excerpt from above, limited to HEK293 NFkB inh, ROCK2 inh and Cdc25B inh.
SMILES	HEK293 NFkB inh	ROCK2 inh	Cdc25B inh
C1CCC(CNc2c3c(nc4nnnn24)CCCC3)CC1	13.3	.	-4.2
O=C(CN1CCOCC1)Nc1c(-c2ccccc2)c2cc(Br)ccc2[nH]c1=O	2.9	-0.6	-1.4

Following part.
SMILES | Cdc25B inh | JNK3 inh | TNAP act DEA | MMP-13 inhibitor | PKA kinase inh | ROCK2 inh | DUSP1 inh | Jurkat tox 60K | HEK293 NFkB inh
O=C(NCCCN1CCN(c2cccc(Cl)c2)CC1)c1ccc(N2CCCC2=O)cc1 | -4.9 | . | 0.9 | -4.3 | 5.8 | . | -8.7 | . | 16.7
CN(C)CC(=O)Nc1cc(C(F)(F)F)ccc1Cl | -7.3 | -2.0 | 0.9 | -0.4 | -5.5 | -2.6 | 1.2 | 3.4 | 0.7
Cc1cc2cc(CNC(=O)CCC(=O)O)ccc2[nH]1 | -5.1 | 0.6 | 0.9 | 3.4 | 12.1 | 4.5 | 21.7 | -2.0 | 13.6
N#Cc1nc(Cc2cccc3ccccc23)oc1NCc1ccco1 | -4.3 | 0.1 | 0.9 | 0.1 | -1.1 | 3.4 | -18.4 | 2.1 | 1.3
COc1ccc(O)c(C(=O)CC(=O)c2ccccc2)c1 | 1.2 | -3.0 | 0.9 | -69.1 | 4.8 | 2.7 | 4.3 | 6.9 | -42.2
COc1ccccc1CCNC(=O)c1ccc(C)o1 | -11.8 | 0.5 | 0.9 | -1.6 | 6.8 | 6.6 | ? | 4.1 | 1.4
CC1(C)Cc2c(sc3ncnc(N)c23)CO1 | 1.2 | 5.6 | 1 | -19.2 | 11.7 | 3.2 | 8.7 | -3.7 | 7.2
O=C(CSc1n[nH]c(C2CCCC2)n1)NC1CCCC1 | -5.4 | -6.4 | 0.9 | -1.8 | 9.3 | 4.2 | -4.0 | -3.5 | 7.5
COC(=O)c1ccc(NC(=O)CN2CCN(c3ccccc3)CC2)cc1 | -3.3 | 3.7 | 0.9 | 1.4 | 3.9 | 0.8 | -28.4 | -2.4 | 2.0
Cc1oc(-c2cccc(Cl)c2)nc1CN1CCC(C(=O)NCC2CCCO2)CC1 (configuration not stated) | -10.6 | 1.5 | 1 | 4.6 | 7.8 | 4.2 | 10.2 | 8.6 | 26.5
Cc1ccc(-c2ccc(=O)n(CC(=O)NCCCN3CCCCC3C)n2)cc1 (configuration not stated) | -16.9 | -8.1 | 0.9 | 1.3 | 5.9 | 2.5 | -15.4 | -2.7 | 17.3
CCCc1nc(SCC(=O)N2CCc3ccccc32)c2c(=O)n(C)c(=O)n(C)c2n1 | 2.9 | -2.1 | 0.9 | 0.3 | 3.1 | -0.1 | 2.8 | -2.5 | 3.9
CCOc1ccccc1C(=O)N1CCCCC1C (configuration not stated) | -17.8 | 8.6 | 0.9 | 2.9 | 13.9 | 5.4 | -5.2 | -5.8 | 9.9
CCN(c1ccc(OC)cc1)S(=O)(=O)c1ccc2c(c1)CCN2C(=O)CCC(=O)O | -20.8 | 4.5 | 1 | -1.9 | 5.3 | 5.5 | 17.1 | 1.8 | 13.5
CCOC(=O)C1CCCN(S(=O)(=O)c2c(C)c(C)cc(C)c2C)C1 (configuration not stated) | -9.1 | . | 1 | -1.8 | -1.4 | . | -23.6 | . | -6.4
COC(=O)C1CCN(C(=O)C23CCC(C)(C(=O)O2)C3(C)C)CC1 (configuration not stated) | -8.1 | -8.4 | 1 | 0.4 | -1.3 | -1.8 | 3.8 | 6.0 | 14.1
CCC1CC(C)(C(=O)Nc2ccc(S(N)(=O)=O)cc2)OC1=O (configuration not stated) | -6.5 | 4.8 | 0.9 | -0.4 | -5.0 | -5.0 | 9.2 | 6.1 | 12.1
Cc1ccc(C)c(/C(O)=C2/C(=O)C(=O)N(CCN3CCOCC3)C2c2ccc(C)o2)c1 (configuration not stated) | 4.0 | 1.1 | 0.9 | 0.0 | -6.1 | -5.0 | 9.9 | 6.2 | 19.0
COc1ccccc1NC(=O)Cc1csc(N)n1 | -10.2 | 1.4 | 0.9 | 1.9 | 11.3 | -0.3 | 4.3 | -4.1 | 10.0
CC(=O)Nc1ccc(Oc2cc(C#N)c(C#N)cc2N2CCCCCC2)cc1 | -3.1 | 4.8 | 0.9 | 0.5 | -0.2 | -1.6 | 18.2 | 5.3 | 26.4
CN(C)Cc1cn(CCC(=O)O)c2ccccc12 | -6.5 | 5.6 | 0.9 | 3.8 | 12.0 | 5.0 | -0.5 | -3.3 | 7.8
O=S(=O)(NC1CCCC1)c1ccc(S(=O)(=O)N2CCc3ccccc32)cc1 | -10.5 | 1.6 | 0.8 | 1.5 | -0.6 | 8.3 | -10.3 | 24.4 | 13.5
CCOC(=O)C1CCN(C(=O)c2cccc(NC(=O)C(CC)CC)c2)CC1 | -5.1 | -2.0 | 0.9 | 0.5 | 5.7 | 3.7 | 11.6 | 0.1 | 22.2
CC1CCN(Cc2nc3c(c(=O)n(C)c(=O)n3C)n2CCCc2ccccc2)CC1 | -4.9 | 2.0 | . | 6.9 | 3.9 | 4.3 | 24.6 | -2.6 | 10.7
COc1ccc(CCn2c(-n3nc(C)cc3C)nc3c2c(=O)[nH]c(=O)n3C)cc1 | -0.2 | 5.3 | 0.9 | 0.5 | 3.1 | 5.8 | -34.7 | -7.3 | -1.9
